Assay outcomes as filed in PubChem BioAssay.
TbPYK inhibitor: qHTS of Trypanosoma Brucei Inhibitors; pyruvate kinase (Trypanosoma brucei), Q57TT1; TbPYK enzyme, Kinase-Glo Plus ATP luminescence, 45 min; Potency, µM (top dose mostly 76.8 µM), inactives show at the top dose activity, negative = inhibition, usual class: inhibitors; 410,000 compounds, 0.12% hits; active means well fitted inhibition curve with a large enough effect; inconclusive means small, poorly fitted or top-dose-only effect; further: nearly all actives have a fitted effect of over 50% in size
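Screened from lowest to highest concentration, compounds were pinned into TbPYK/substrate mixtures, and ADP (130 uM final) was added. Plates sat at room temperature for 45 min prior to Kinase-Glo Plus detection by luminescence.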
Starred values were filed as active, the others as inactive; u = inconclusive; & = joins results of further samples. On the % scale 0 is the no-effect control and ±100 the full control effect; potency means the concentration at half of the fitted maximal effect.

SMILES | TbPYK inhibitor
CC(=O)C1=CCC(c2ccc(Cl)cc2)N(S(=O)(=O)c2ccc(C)cc2)C1 (stereo not drawn) | 2%&3%
O=S(=O)(NCCc1c[nH]c2ccccc12)c1ccc(F)cc1 | -9%
CCc1ccc(C(O)c2ncc(-c3ccc4ccccc4c3)[nH]2)cc1 (stereo not drawn) | 0%
NC(Cc1ccc(C(F)(F)F)cc1)c1csc(Nc2ccc(C(=O)c3ccccc3)cc2)n1 (stereo not drawn) | 9%
COCCN(CCOC)C(=O)c1cc2c(=O)n3ccccc3nc2n1C | -2%
COc1ccc(C(=O)Nc2cc(-c3nc4ncccc4o3)ccc2C)cc1Br | -3%
CCc1ccccc1NC(=O)N1CCN(Cc2nc3ccc(C)cc3o2)CC1 | 2%
Cc1ccc(-n2c(=O)[nH]c3cc(C(=O)NCCc4ccccc4)ccc3c2=O)cc1 | -2%
CCOc1ccc(CCNC(=O)c2cc3n(n2)CCCN(Cc2ccc(C)cc2)C3=O)cc1OCC | -5%
Cc1ccc(-c2n[nH]c3c2C(c2cccs2)N(c2ccc(Cl)cc2)C3=O)cc1 (stereo not drawn) | 6%
CC(C)C[C@@H](CN1CCC[C@H]1CN1C(=O)C(=O)NC[C@@H]1Cc1ccccc1)N1C[C@H](Cc2ccccc2)N(CCc2ccccc2)C(=O)C1=O | -2%
O=C1NC(=S)NC(=O)C1c1ccccc1 | u
COc1ccc(Oc2ncc3nc(CCc4ccccc4)c(=O)n(CCC#N)c3n2)cc1 | -4%
CCOC(=O)Cn1cccc1-c1nc(-c2ccc(OC)cc2)c(-c2ccc(OC)cc2)s1 | 4%
CCCS(=O)(=O)Nc1cccc(-c2cn3ccsc3n2)c1 | -17%
CC(C)Nc1nc(NCCOc2ccccc2Cl)c2sc(-c3ccccc3)cc2n1 | -9%
Cc1noc(C)c1NC(=O)N(C)C[C@@H]1Oc2ncc(Br)cc2C(=O)N([C@H](C)CO)C[C@@H]1C | -12%
Cc1c(C(=O)N(Cc2ccc(Cl)cc2)CC2CCCO2)oc2ccc(F)cc12 (stereo not drawn) | -3%
CCNC(=O)C1(C)CCCN(C(=O)c2ccc3ccccc3n2)C1 (stereo not drawn) | -9%
Nc1cccc2c(O)cc(S(=O)(=O)O)cc12 | -27%
Cc1cccc2cc3ccccc3nc12 | -1%
O=C1C(=O)c2ccccc2C(O)=C1CC=C(Cl)Cl | 2%
CCOC(=O)c1c(S(=O)(=O)N2CCCC(C(=O)N3CCN(c4ccc(F)cc4)CC3)C2)c(C)n(C)c1C (stereo not drawn) | 2%
O=C(Nc1ccc(F)c(Cl)c1)c1cc(C2CCCCN2C(=O)c2ccc(Cl)cc2)on1 (stereo not drawn) | 8%
CCN(C(=O)c1sc2nc3n(c(=O)c2c1C)CCCC3)c1ccccc1F | -8%
CCOC(=O)C1(C)CCCN(C(=O)c2cccnc2SC)C1 (stereo not drawn) | 0%
CC1=CCC(C(C)(C)NC(=O)c2ccccc2)C/C1=N\O (stereo not drawn) | -8%
CCCn1c(C)cc(C(=O)CN2C(=O)c3ccccc3C2=O)c1C | 4%
O=C(c1cnccn1)N1CCC2(CC1)CCN(c1cccc(-c3ccccc3)c1)CC2 | 2%
CCCn1cc(S(=O)(=O)c2cccc(Cl)c2)c(=O)c2cc(F)c(N3CCN(CC)CC3)cc21 | 2%
N#Cc1cccc(OCCCN2CCC(C(O)(c3ccccc3)c3ccccc3)CC2)c1 | 5%
CC(C)n1nnnc1C1c2ccccc2C(=O)N1Cc1ccccc1 (stereo not drawn) | -4%
C[C@H](c1ccccc1)N1C[C@H](COCc2ccccc2)Oc2cc(N3CC[C@H](N(C)C)C3)ccc2S1(=O)=O | 1%
CC(=O)NCCNC(=O)C1Cc2c(-c3cccc(NC(C)=O)c3)ccnc2O1 (stereo not drawn) | -9%
CC(O)(c1cccc(F)c1)c1nc(-c2ccoc2)cs1 (stereo not drawn) | 4%
OCCCc1nc2n(n1)C(c1cccc(Cl)c1)C=C(c1ccccc1)N2 (stereo not drawn) | 1%
Cc1cccc(CN2C(=O)c3ccccc3Sc3ccc(C(=O)NC4CCCCC4)cc32)c1 | 2%
O=C(NC1CCCCCC1)c1ccc2c(c1)sc1nc(-c3ccccc3)cn12 | 2%
O=C(NCc1ccc(F)cc1F)[C@@H]1CCCN1C(=O)[C@@H]1CCCN1C(=O)c1cccc(Cl)c1 | -3%
CCCCC(O)C1=C[N+](=O)CC=C1 (stereo not drawn) | 5%
Nc1nc2c(ncn2[C@@H]2O[C@H](CNCc3ccc(F)c(N4CCOCC4)c3)[C@@H](O)[C@H]2O)c(=O)[nH]1 | -6%
C[C@H](CO)N1C[C@H](C)[C@@H](CN(C)C(=O)Oc2ccccc2)OCc2cnnn2CCCC1=O | -2%
CC1Cc2nc(SCC(=O)N3CCCCC3)n(C)c(=O)c2S1 (stereo not drawn) | -8%
CCOc1cccc(C(=O)N(Cc2ccc(N(C)C)cc2)CC2CCCO2)c1 (stereo not drawn) | -26%
O=S(=O)(Oc1ccccc1-c1ccccc1)c1ccccc1 | 4%

Overlap with the part before: 4 compounds, followed by the next part.
SMILES | TbPYK inhibitor
C[C@H](CO)N1C[C@H](C)[C@@H](CN(C)C(=O)Oc2ccccc2)OCc2cnnn2CCCC1=O | -2%
CC1Cc2nc(SCC(=O)N3CCCCC3)n(C)c(=O)c2S1 (stereo not drawn) | -8%
CCOc1cccc(C(=O)N(Cc2ccc(N(C)C)cc2)CC2CCCO2)c1 (stereo not drawn) | -26%
O=S(=O)(Oc1ccccc1-c1ccccc1)c1ccccc1 | 4%
C[C@@H]1CN([C@@H](C)CO)C(=O)CCCn2nncc2CO[C@H]1CN(C)S(=O)(=O)c1ccc(F)cc1 | -3%
COc1ccccc1NC(=O)c1cc2c(=O)n(Cc3cccs3)ccc2nc1C | 0%
COc1ccc(C(=O)N2CCC3(CCN(Cc4ccc(C#N)cc4)CC3)CC2)cc1 | -4%
Cc1ccc2c(CNCCc3ccccc3)c(C(=O)O)n(Cc3ccccc3C)c2c1 | 1%
CCC(=O)N1CCCC(C)(C(=O)Nc2ccc3scnc3c2)C1 (stereo not drawn) | -1%
COc1ccc(C(=O)NCCn2cc(SCC(=O)Nc3cccc(C)c3)c3ccccc32)cc1 | -5%
CC1(c2nnc(-c3ccc(Cl)cc3)o2)CC(c2cccnc2)=NO1 (stereo not drawn) | 4%
COc1ccc(Br)cc1CNCCc1ccc2c(c1)OCO2 | -5%
Cc1ccccc1CSc1cn(CC(=O)N2CCCCCC2)c2ccccc12 | 0%
O=C(NC1=NCCS1)c1ccccc1Br | 3%
COc1cccc(N2CCN(C(=O)c3cccc(NC(=O)c4nsc5ccccc45)c3)CC2)c1 | 1%
Cc1cn(CC(=O)NCCNc2ccc([N+](=O)[O-])cn2)c(=O)[nH]c1=O | 5%
OC(c1ccc(F)c(F)c1)c1ncc(-c2ccccc2F)[nH]1 (stereo not drawn) | 4%
Cc1ccccc1-c1nnc(SCC(=O)N(C)C2CCCCC2)o1 | 2%
Cc1ccc(CNC(=O)Cn2ccn(-c3cccc(Cl)c3)c(=O)c2=O)cc1 | 21%
CCCCN1C(=O)C(CC(=O)NC2CCCC2)CC(C(=O)N(C)C)=C1C (stereo not drawn) | 4%
CCN1CCN(c2csc3ccc(Br)cc3c2=O)CC1 | 0%
Clc1nc(-c2ccccc2)ncc1Oc1ccccc1 | 10%
O=S1(=O)c2ccccc2N(Cc2ccc(Cl)cc2)c2ccccc21 | -5%
CCOc1ccc(NCc2cccn2-c2nnc(N3CCC(C(=O)NCCOC)CC3)s2)cc1 | -5%
Cc1nn(-c2ccc(F)cc2)c(-n2cccc2)c1C(=O)N1CCCCC1C (stereo not drawn) | -1%
Cc1ccc(C(=O)O)cc1NCc1cccnc1 | -10%
Nc1ncnc2c1ncn2C1OCC(O)C1O (stereo not drawn) | -9%
CN1OC[C@@H]2CN(Cc3ccc4c(c3)OCO4)[C@H](c3ccc(N4CCCCC4)cc3)C[C@@H]21 | 3%
COc1ccccc1CNC(=O)c1cc(-c2cc(F)ccc2OC)n[nH]1 | -8%
CN1CCCC2(CCN(C(=O)c3cc(C(F)(F)F)cc(C(F)(F)F)c3)CC2)C1 | 10%
COCCN(C(=O)COC(=O)C12CC3CC(CC(O)(C3)C1)C2)c1c(N)n(Cc2ccccc2)c(=O)[nH]c1=O | 1%
Cc1cc(/C=C2/SC(=S)N(c3cccc(Cl)c3)C2=O)c(C)n1-c1cccnc1 | 3%
CCc1ccc(/C=C2\SC(=S)N(CCCC(=O)Nc3cc(C)on3)C2=O)cc1 | -2%
CCOC(=O)[C@]12Cc3ccccc3[C@H]1N(Cc1ccccc1)C(=O)c1cc(F)c(F)cc12 | -12%
Cc1cc(C(=O)N2CCCC(CO)(Cc3ccc(F)cc3F)C2)nn1C (stereo not drawn) | -15%
COc1cccc(NC(=O)CN(C)C(=O)c2cccc(NS(=O)(=O)c3ccc(Br)cc3)c2)c1 | 0%
CN(C)c1ccc(CNC(=O)CCCN2C(=O)CCn3nc(-c4cccn4C)cc32)cc1 | -3%
O=C(CC[C@H]1O[C@@H](n2cnc3c(NC(=O)c4ccccc4)ncnc32)[C@H](O)[C@@H]1O)NCc1cccs1 | -1%
CCC1CCCCN1C(=O)c1ccc2c(c1)N(Cc1cccc(Cl)c1)C(=O)c1ccccc1S2(=O)=O (stereo not drawn) | 5%
C[C@@H]1CCC[C@]2(O[C@@H](CCO)C[C@H](O)[C@H]2O)O1 | -12%
COc1ccc(-c2noc(CSc3nnc(-c4ccncc4)n3-c3cccc(C)c3)n2)cc1OC | -2%
COc1ccc(C(=O)c2ccc(Cl)cc2)c(OC)c1OC | 1%
COc1ccc(-c2ccc(CN3C(C(C)C)C(=O)N(Cc4cn(Cc5ccco5)nn4)CCS3(=O)=O)cc2)cc1 (stereo not drawn) | 2%
CCOC(=O)C1CCCN(S(=O)(=O)c2cc(-c3onc(C)c3C)ccc2OC)C1 (stereo not drawn) | 4%
Cc1ccc(CNC(=O)c2sc3ncnc(N(C)C4CCCCC4)c3c2C)cc1 | 1%
O=C(c1cc(Cl)nc2ccccc12)N(Cc1nnc(-c2ccccc2Cl)o1)C1CC1 | 3%
CCOc1ccc(C2CC(=O)c3c([nH]c(C(=O)OC4CCC(C)CC4)c3C)C2)cc1 (stereo not drawn) | -2%
O=S(=O)(Nc1ccc(F)c(C(F)(F)F)c1)c1ccc(N2CCCCS2(=O)=O)cc1 | 2%
CCCCN(C(=O)c1ccccc1Cl)C(CC(C)C)c1nc2ccccc2[nH]1 (stereo not drawn) | 7%

Seven structures out of the list, sorted by SMILES length, highest first:
SMILES | TbPYK inhibitor
COc1ccc(-c2ccc(CN3C(C(C)C)C(=O)N(Cc4cn(Cc5ccco5)nn4)CCS3(=O)=O)cc2)cc1 (stereo not drawn) | 2%
COc1cccc(NC(=O)CN(C)C(=O)c2cccc(NS(=O)(=O)c3ccc(Br)cc3)c2)c1 | 0%
COc1ccc(-c2noc(CSc3nnc(-c4ccncc4)n3-c3cccc(C)c3)n2)cc1OC | -2%
CCOc1ccc(C2CC(=O)c3c([nH]c(C(=O)OC4CCC(C)CC4)c3C)C2)cc1 (stereo not drawn) | -2%
O=C(c1cc(Cl)nc2ccccc12)N(Cc1nnc(-c2ccccc2Cl)o1)C1CC1 | 3%
Cc1cc(C(=O)N2CCCC(CO)(Cc3ccc(F)cc3F)C2)nn1C (stereo not drawn) | -15%
COc1ccc(C(=O)c2ccc(Cl)cc2)c(OC)c1OC | 1%

(further entries)
SMILES | TbPYK inhibitor
CC(C)Oc1cccc(C(=O)Nc2ccc(-c3nc4cc(Cl)cc(Cl)c4o3)cc2)c1 | -10%
Cc1ccc(OCC(=O)NCC(=O)OCc2cc(=O)n3nc(C)sc3n2)cc1 | -2%
O=C(NCCc1ccccc1)c1cnc2sc(N3CCCCC3)nn2c1=O | 0%
Cc1ccc(NC(=O)C2CCN(S(=O)(=O)c3c(C)noc3/C=C/c3cccs3)CC2)cc1F | -1%
CCOC(=O)c1ccc(NC(=O)Cn2ncc3c(C)n(Cc4ccccc4F)c(C)c3c2=O)cc1 | -7%
CCC(=O)N1Cc2cc(C(=O)Nc3nccs3)nc(-c3cccc(-c4ccccc4OC)c3)c2[C@@H]1CCO | -4%
Cc1ccc(CCNC(=O)Cn2nc(-c3ccc(C)cc3)ccc2=O)cc1 | 3%
Cc1cccc(N2CCN(S(=O)(=O)c3ccc4[nH]c5c(c4c3)CCCCC5)CC2)c1C | 2%
COC(=O)c1cc(S(=O)(=O)Nc2cccc(-c3ccno3)c2)c[nH]1 | 0%
c1cnc(N2CCN(c3ncc4c(n3)CCNC4)CC2)nc1 | 2%
Cc1cccc(NC(=O)CSc2nnc(C)c(=O)[nH]2)c1 | 0%
COc1ccc(C(=O)Nc2nc(-c3ccc(Br)cc3)ns2)cc1 | 2%
Cc1ccc(S(=O)(=O)N2C[C@@]3(O)Cn4c(=O)ccc(=O)n4C[C@@]3(OC(=O)NCC3CCCCC3)C2)cc1 | 1%
CC(=O)c1ccc(NC(=O)CCc2c(C)nc3cc(-c4ccc(Cl)cc4)nn3c2C)cc1 | -1%
CCN(CC)CCCNC(=O)CN1C(=O)COc2ccc(S(=O)(=O)N3CCC(C)CC3)cc21 | 3%
O=C(Nc1ccc(N2CCOCC2)cc1)c1cccc2c(-c3ccc(F)c(F)c3)coc12 | 5%
CCn1nc(C)c2c(-c3ccccc3)cc(=O)n(C(C)C(=O)NCc3ccc(C)cc3)c21 (stereo not drawn) | 3%

Not all compounds are listed (hit frequency here may not be typical).
